T cell modulator: modulates CD8 T cell binding to vesicles; 330,000 compounds, 0.068% hits; 2C CD8+ T cell-vesicle binding, flow cytometry; hits give low values; calls only at 7 µM; AID 2052;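 active = response, share of CD8 T cells binding vesicles, and their 90th percentile fluorescence all below set limits, cut at about 80% in these data, passing the limit was not always enough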
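Test system: purified 2C TCR transgenic mouse naive CD8+ T cells. Probe or stimulus: QL9-peptide-loaded Drosophila micro-vesicles bearing Ld, ICAM-1 and B7-1. Incubation: binding step 1.5 h, 37 °C, antibody labelling 20 min, ice. Measured by: flow cytometry of vesicle-bound cells.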
Myeloid diff 2: compounds promoting myeloid differentiation; ER-HoxA9 myeloid progenitors, lysozyme-GFP differentiation, flow cytometry; calls only at 10 µM; 360,000 compounds, 1% hits; AID 624256;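 active = normalized GFP-positive differentiation at or above the plate's own cutoff, the solvent-only control mean plus 3 SD; inconclusive = no clear call, values can overlap the other calls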;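 note: cells exposed to compound for four days before flow analysis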
b-catenin transl: modulators of beta-catenin nuclear translocation. HeLa beta-catenin nuclear translocation, immunofluorescence imaging. nuclear translocation activity, % at 5 µM. 190,000 compounds, 0.3% hits. AID 1665;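 active = nuclear translocation activity above 50% at 5 µM, with a well cell count of 50 or more; inconclusive = wells under 50 cells across six images, flagged as toxic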;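 note: per-cell ratio of nuclear to cytoplasmic median beta-catenin stain intensity; plate controls were DMSO negative control for no effect and GSK-3 inhibitor IX positive control for full effect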
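Signal – beta-catenin immunofluorescence imaging with DAPI · Test system – human HeLa cell line · Dosing – 5 µM primary single dose, 0.1% DMSO, 0.02–20 µM confirmation series · Measure – % activation, nuclear-to-cytoplasmic median beta-catenin signal ratio per cell · Incubation – 24 h compound exposure at 37°C, 5% CO2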
SV40 large T antigen: TAg ATPase/helicase activity blockers – biochemical (AID 1903); SV40 large T antigen ATPase/helicase inhibition assay; higher % means a stronger effect; one-dose inhibition, % at 20 µM; IC50 in µM for titrated hits; 310,000 compounds, 0.39% hits; in the data active = a potency from the dose series; inconclusive = inhibition mostly from about 32% at the one dose, without a potency; inactive = the rest, 99 in 100 with inhibition below about 32%; note: strong numbers were not always called active
RSV antiviral HEp-2: RSV antiviral activity via CPE protection, HEp-2 cells, primary 10 µM value included (AID 2391); HEp-2 cells, RSV-induced CPE inhibition; higher % means a stronger effect; CPE inhibition, % at 10 µM, or IC50 in µM where a hit was titrated; 310,000 compounds, 0.13% hits; in the data active = a potency from the dose series; inconclusive = CPE inhibition mostly from about 23% at the one dose, without a potency; inactive = the rest, 99 in 100 with CPE inhibition below about 21%; note: strong numbers were not always called active
MgcRacGAP inhibition: MgcRacGAP GTPase-activating activity inhibitors, confirmation, biochemical, ADP Hunter fluorescence. MgcRacGAP-stimulated Rac1 GTP hydrolysis, ADP Hunter fluorescence; higher % means a stronger effect; GST-tagged Rac1 F28L mutant substrate. one-dose inhibition, % at 30 µM; IC50 in µM for titrated hits. 340,000 compounds, 0.6% hits. AID 624330;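 active = first-screen hits whose inhibition reached a set limit at any dose in the follow-up dose series; inconclusive = inhibition above the set first-screen limit but never retested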;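 note: fluorescence reports GDP produced by GAP-driven GTP hydrolysis; strong numbers were not always called active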
WT yeast gro inh: growth inhibition of WT yeast, mitochondrial fusion screen; mitochondrial fusion phenotypic screen, WT strain; inhibition, % at 10 µM; 190,000 compounds, 2.1% hits; AID 1362; in the data active = inhibition above about 58%; tested in S. cerevisiae
West Nile antiviral: West Nile virus antiviral activity, cell-based, CPE readout (AID 1621); West Nile virus-infected cells, CPE inhibition; higher % means a stronger effect; CPE inhibition, % at 10 µM; hits with a dose series show IC50 in µM; 290,000 compounds, 0.02% hits; in the data active = a potency from the dose series; inconclusive = CPE inhibition mostly from about 3.7% at the one dose, without a potency; inactive = the rest, 99 in 100 with CPE inhibition below about 2.2%; note: strong numbers were not always called active
PhoP inhibition: PhoP-dependent GFP reporter repression – Salmonella Typhimurium, primary screen (AID 1863) | inhibition, % at 50 µM, or IC50 in µM where a hit was titrated | S. Typhimurium PhoP-regulated promoter GFP reporter, 4 h; higher % means a stronger effect | 300,000 compounds, 0.16% hits;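 active = inhibition over 29.93%, a cutoff 3 SD above the screen mean, later confirmed by dose response; inconclusive = inhibition over 29.93% but no dose response follow-up; inactive = inhibition at most 29.93% or unconfirmed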;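 note: 0% = low Mg2+ inducing control and 100% = high Mg2+ repressing control; strong numbers were not always called active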
WT yeast gro inh mutant strain: also measured in WT yeast gro inh; calls as there; inhibition, %; mitochondrial fusion phenotypic screen, mutant strain inhibition
b-catenin transl cell count 5 µM: further read-out of b-catenin transl, marked with its call; cell count; measured here: cell count, cytotoxicity flag
T cell modulator vesicle-bound %: also measured in T cell modulator; calls as there; double positive events, %; measured here: CD8+ vesicle-bound cell fraction;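 binding gate set so that unloaded-vesicle control wells show 10% double positive cells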
Myeloid diff 2 GFP+ MAC1+ %: also measured in Myeloid diff 2; calls as there; GFP+ MAC1+ double positive, %; measured here: differentiation confirmed by MAC1 staining
* = called active by the depositor.

How did CCC/C=N/NC(=O)c1cc(-c2ccccc2)nc2ccccc12 do in these assays?
T cell modulator: inactive; Myeloid diff 2: inactive; b-catenin transl: 2.0; SV40 large T antigen: 4%; RSV antiviral HEp-2: 2.1%; MgcRacGAP inhibition: 2%; WT yeast gro inh: 3; West Nile antiviral: -0.1%; PhoP inhibition: -7%; WT yeast gro inh mutant strain: 23; b-catenin transl cell count 5 µM: 1095; T cell modulator vesicle-bound %: 47; Myeloid diff 2 GFP+ MAC1+ %: 0.3

What do the screens show for `Cc1sc2nc(SCC(=O)C(C)(C)C)n(Cc3ccco3)c(=O)c2c1C`?
T cell modulator: inactive; Myeloid diff 2: inconclusive; b-catenin transl: 3.6; SV40 large T antigen: 27%; RSV antiviral HEp-2: 1.0%; MgcRacGAP inhibition: 9%; WT yeast gro inh: 23; West Nile antiviral: 2.8%; PhoP inhibition: -5%; WT yeast gro inh mutant strain: 1; b-catenin transl cell count 5 µM: 1375; T cell modulator vesicle-bound %: 41

What do the screens show for `Cc1cccc(C)c1NC(=O)c1cccc(COc2cc(Cl)ccc2Cl)c1`?
T cell modulator: inactive; Myeloid diff 2: inactive; b-catenin transl: 1.7; SV40 large T antigen: 8%; RSV antiviral HEp-2: 1.5%; MgcRacGAP inhibition: 1%; WT yeast gro inh: -9; West Nile antiviral: -1.0%; PhoP inhibition: -2%; WT yeast gro inh mutant strain: -16; b-catenin transl cell count 5 µM: 1078; T cell modulator vesicle-bound %: 42; Myeloid diff 2 GFP+ MAC1+ %: 0.5

How did COc1cc(/C=N/c2oc(C)c(C)c2C#N)cc(Br)c1O do in these assays?
T cell modulator: inactive; Myeloid diff 2: inactive; SV40 large T antigen: 29%; RSV antiviral HEp-2: 1.7%; MgcRacGAP inhibition: 15%; West Nile antiviral: -0.2%; PhoP inhibition: -5%; T cell modulator vesicle-bound %: 66; Myeloid diff 2 GFP+ MAC1+ %: 0.9

What do the screens show for `CCCCCOC(=O)C1C2C=CC3(CN(c4ccccc4C)C(=O)C13)O2` (stereo unspecified)?
T cell modulator: inactive; Myeloid diff 2: active; b-catenin transl: -2.7; SV40 large T antigen: 9%; RSV antiviral HEp-2: 4.4%; MgcRacGAP inhibition: -8%; WT yeast gro inh: -1; West Nile antiviral: 1.2%; PhoP inhibition: -9%; WT yeast gro inh mutant strain: 0; b-catenin transl cell count 5 µM: 1132; T cell modulator vesicle-bound %: 56; Myeloid diff 2 GFP+ MAC1+ %: 1.9*

How did Cc1cc(C)c(C(=O)COC(=O)c2cccnc2Cl)c(C)c1 do in these assays?
T cell modulator: inactive; Myeloid diff 2: inactive; b-catenin transl: -4.4; SV40 large T antigen: 7%; RSV antiviral HEp-2: 0.6%; MgcRacGAP inhibition: 8%; WT yeast gro inh: -5; West Nile antiviral: 0.2%; PhoP inhibition: -6%; WT yeast gro inh mutant strain: 8; b-catenin transl cell count 5 µM: 1083; T cell modulator vesicle-bound %: 33; Myeloid diff 2 GFP+ MAC1+ %: 0.0

Results for COc1cc(/C=C/C(=O)OCC(=O)NC2CC2)cc(S(=O)(=O)N2CCc3ccccc32)c1OC ?
T cell modulator: inactive; Myeloid diff 2: inactive; b-catenin transl: -0.4; SV40 large T antigen: 0%; RSV antiviral HEp-2: 6.2%; MgcRacGAP inhibition: 1%; WT yeast gro inh: -2; West Nile antiviral: 0.1%; PhoP inhibition: 8%; WT yeast gro inh mutant strain: -4; b-catenin transl cell count 5 µM: 983; T cell modulator vesicle-bound %: 41; Myeloid diff 2 GFP+ MAC1+ %: 0.5

Results for O=C(COc1ccc(S(=O)(=O)N2CCOCC2)cc1Cl)NCC1CCCO1 (stereo unspecified) ?
T cell modulator: inactive; Myeloid diff 2: inactive; SV40 large T antigen: 2%; RSV antiviral HEp-2: 1.9%; MgcRacGAP inhibition: 3%; West Nile antiviral: -0.5%; PhoP inhibition: -1%; T cell modulator vesicle-bound %: 7; Myeloid diff 2 GFP+ MAC1+ %: 0.3

What do the screens show for `CCc1nc2ccc(C)cc2c(C(=O)Oc2cccc3cccnc23)c1C`?
T cell modulator: inactive; Myeloid diff 2: inactive; b-catenin transl: -0.9; SV40 large T antigen: 6%; RSV antiviral HEp-2: 5.8%; MgcRacGAP inhibition: 5%; WT yeast gro inh: 2; West Nile antiviral: 0.4%; PhoP inhibition: -1%; WT yeast gro inh mutant strain: 1; b-catenin transl cell count 5 µM: 951; T cell modulator vesicle-bound %: 30; Myeloid diff 2 GFP+ MAC1+ %: 0.5

Results for Cc1cc(-c2nn(-c3ccccc3F)cc2CN2CCN(c3ccccn3)CC2)c(C)s1 ?
T cell modulator: inactive; Myeloid diff 2: inactive; b-catenin transl: -1.2; SV40 large T antigen: 2%; RSV antiviral HEp-2: 18%; MgcRacGAP inhibition: 5%; WT yeast gro inh: 66*; West Nile antiviral: 0.3%; PhoP inhibition: 4%; WT yeast gro inh mutant strain: 32*; b-catenin transl cell count 5 µM: 1058; T cell modulator vesicle-bound %: 13; Myeloid diff 2 GFP+ MAC1+ %: 0.2

Results for COc1cc2c(cc1OC)[C@H](C)N(C(=S)Nc1ccc(F)cc1)CC2 ?
T cell modulator: inactive; Myeloid diff 2: inactive; b-catenin transl: 0.2; SV40 large T antigen: 7%; RSV antiviral HEp-2: 3.0%; West Nile antiviral: -0.2%; PhoP inhibition: 13%; b-catenin transl cell count 5 µM: 1253; T cell modulator vesicle-bound %: 23; Myeloid diff 2 GFP+ MAC1+ %: 0.3

How did CC1CCCN(c2ccc(C(=O)Nc3ccc4c(c3)OCO4)cc2[N+](=O)[O-])C1 (stereo unspecified) do in these assays?
T cell modulator: inactive; Myeloid diff 2: inactive; b-catenin transl: 5.7; SV40 large T antigen: 11%; RSV antiviral HEp-2: 10%; MgcRacGAP inhibition: 7%; WT yeast gro inh: 33; West Nile antiviral: -1.5%; PhoP inhibition: 4%; WT yeast gro inh mutant strain: 22; b-catenin transl cell count 5 µM: 1154; T cell modulator vesicle-bound %: 41; Myeloid diff 2 GFP+ MAC1+ %: 0.5

What do the screens show for `NS(=O)(=O)c1ccc(NC(=S)NC(=O)/C=C/c2cccs2)cc1`?
T cell modulator: inactive; Myeloid diff 2: inactive; b-catenin transl: -0.5; SV40 large T antigen: -3%; RSV antiviral HEp-2: -0.8%; MgcRacGAP inhibition: -1%; WT yeast gro inh: -1; West Nile antiviral: -0.3%; PhoP inhibition: 12%; WT yeast gro inh mutant strain: -15; b-catenin transl cell count 5 µM: 1092; T cell modulator vesicle-bound %: 39; Myeloid diff 2 GFP+ MAC1+ %: 0.2

Results for COc1cccc(CNS(=O)(=O)c2cc(Br)cc3c2N(C(C)=O)C(C)C3)c1 (stereo unspecified) ?
T cell modulator: inactive; Myeloid diff 2: inactive; b-catenin transl: -8.0; SV40 large T antigen: 7%; RSV antiviral HEp-2: -0.1%; MgcRacGAP inhibition: -1%; WT yeast gro inh: 7; West Nile antiviral: -0.3%; PhoP inhibition: 12%; WT yeast gro inh mutant strain: 8; b-catenin transl cell count 5 µM: 1154; T cell modulator vesicle-bound %: 44; Myeloid diff 2 GFP+ MAC1+ %: 6.3

What do the screens show for `OC(c1ccccc1)(c1ccccc1)C1CCN(C(=S)NC2CCCC2)CC1`?
T cell modulator: inactive; Myeloid diff 2: inactive; b-catenin transl: 0.2; SV40 large T antigen: -3%; RSV antiviral HEp-2: 4.4%; MgcRacGAP inhibition: 4%; WT yeast gro inh: 27; West Nile antiviral: -0.9%; PhoP inhibition: -2%; WT yeast gro inh mutant strain: 22; b-catenin transl cell count 5 µM: 1485; T cell modulator vesicle-bound %: 48; Myeloid diff 2 GFP+ MAC1+ %: 0.6

What do the screens show for `Cc1[nH]c2ccc(C(=O)OCCN(C)C)cc2c1C`?
T cell modulator: inactive; Myeloid diff 2: inactive; b-catenin transl: -0.1; SV40 large T antigen: 3%; RSV antiviral HEp-2: 0.0%; MgcRacGAP inhibition: 10%; WT yeast gro inh: -7; West Nile antiviral: 0.2%; PhoP inhibition: 15%; WT yeast gro inh mutant strain: -5; b-catenin transl cell count 5 µM: 1043; T cell modulator vesicle-bound %: 13; Myeloid diff 2 GFP+ MAC1+ %: 0.6

How did O=C(Nc1ccc(Cl)cc1)N1CCCN(Cc2ccc(F)cc2)C1 do in these assays?
T cell modulator: inactive; Myeloid diff 2: inactive; SV40 large T antigen: -16%; RSV antiviral HEp-2: 3.0%; MgcRacGAP inhibition: 10%; West Nile antiviral: 0.6%; PhoP inhibition: 27%; T cell modulator vesicle-bound %: 42; Myeloid diff 2 GFP+ MAC1+ %: 6.8

Results for COC(=O)c1ccc(-n2c(C)cc(C(=O)CCl)c2C)cc1 ?
T cell modulator: inactive; Myeloid diff 2: inactive; b-catenin transl: 0.0; SV40 large T antigen: 13%; RSV antiviral HEp-2: -4.1%; MgcRacGAP inhibition: 5%; WT yeast gro inh: 19; West Nile antiviral: 0.1%; PhoP inhibition: 5%; WT yeast gro inh mutant strain: 8; b-catenin transl cell count 5 µM: 1074; T cell modulator vesicle-bound %: 29; Myeloid diff 2 GFP+ MAC1+ %: 0.0

What do the screens show for `CC(C)CCN(C(=O)C1=COCCO1)c1c(N)n(Cc2ccccc2)c(=O)[nH]c1=O`?
T cell modulator: inactive; Myeloid diff 2: inactive; SV40 large T antigen: 25%; RSV antiviral HEp-2: -2.9%; MgcRacGAP inhibition: 3%; PhoP inhibition: -9%; T cell modulator vesicle-bound %: 24; Myeloid diff 2 GFP+ MAC1+ %: 1.7

Source: PubChem
